# Source: PubChem (Sanford-Burnham Center for Chemical Genomics)
# hIAP activ: human IAP activation; P09923; purified human IAP, CDP-Star luminescence, 30 min; active compounds read high; 1 = vehicle-only enzyme, 0 = enzyme-free background; activation factor at 10 µM; 330,000 compounds, 0.16% hits;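 active = activation factor of the enzyme at least 2-fold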; note: the source names both 10 and 20 µM as test concentration; values of inactives mirror those of a sister screen read the other way
# Target sequence (P09923 whole entry, looked up): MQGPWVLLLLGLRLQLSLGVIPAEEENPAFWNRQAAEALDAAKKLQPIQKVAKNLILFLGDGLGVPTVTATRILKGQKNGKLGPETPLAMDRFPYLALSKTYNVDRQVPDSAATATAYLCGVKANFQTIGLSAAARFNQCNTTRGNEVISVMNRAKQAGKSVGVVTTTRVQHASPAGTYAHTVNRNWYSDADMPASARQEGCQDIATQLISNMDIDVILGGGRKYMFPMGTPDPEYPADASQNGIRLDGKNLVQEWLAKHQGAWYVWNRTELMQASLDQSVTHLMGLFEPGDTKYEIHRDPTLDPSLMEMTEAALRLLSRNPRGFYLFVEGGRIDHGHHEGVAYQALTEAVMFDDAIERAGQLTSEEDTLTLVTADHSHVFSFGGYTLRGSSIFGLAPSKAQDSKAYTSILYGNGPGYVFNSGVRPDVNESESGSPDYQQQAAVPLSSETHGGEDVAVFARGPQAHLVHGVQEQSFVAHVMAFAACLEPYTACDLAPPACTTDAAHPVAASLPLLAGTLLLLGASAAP
# SENP6 inh: blocks the human protease SENP6. 330,000 compounds, 1.8% hits. Recombinant SENP6 catalytic domain, aminoluciferin luminescence. inhibition, % at 10 µM;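 active = inhibition above about 50% at the single tested dose, limit read from the data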;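 note: plate controls were DMSO wells with enzyme for no effect and DMSO wells lacking enzyme for full effect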
# GRIN3A LBD mod: NR3A (human) ligand-binding domain modulation. NR3A LBD differential scanning fluorimetry, Tm shift; 0% = protein alone, 100% = glycine-bound protein. Tm shift relative to glycine control, % at 25 µM. 340,000 compounds, 2.5% hits;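 active = melting temperature shift of at least 10% of the positive control shift, at one fixed dose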
# ATG4B inhibitor: inhibitors of human ATG4B cysteine protease; Q9Y4P1; ATG4B cleavage of LC3-PLA2, NBD-HPC fluorescence, 1 h; inhibition, % at 8.33 µM; 340,000 compounds, 0.51% hits; in the data active = inhibition above about 40%
# SENP1 inh: inhibitors of human SENP1 SUMO protease catalytic domain; inhibition, % at 10 µM; recombinant SENP1 catalytic domain, CyPet-SUMO1-YPet FRET cleavage; AID 624204; Q9P0U3; 360,000 compounds, 0.21% hits;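 active = inhibition at least 30% at 10 µM, raw YFP signal under a set limit, fluorescence ratio 0.5 to 1.5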;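 note: 0% = enzyme with DMSO and 100% = no enzyme wells; some results filed as inactive read as strong as hits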
# Target sequence (Q9P0U3 419-644 limits assumed): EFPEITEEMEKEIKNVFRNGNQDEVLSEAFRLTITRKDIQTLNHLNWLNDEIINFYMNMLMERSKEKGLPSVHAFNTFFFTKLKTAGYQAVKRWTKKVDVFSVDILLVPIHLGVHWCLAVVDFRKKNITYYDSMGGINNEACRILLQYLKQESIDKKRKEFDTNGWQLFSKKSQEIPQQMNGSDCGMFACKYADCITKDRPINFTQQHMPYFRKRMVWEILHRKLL
#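 Assay system – human recombinant His6-tagged SENP1 catalytic domain enzyme · Input – SENP1 enzyme, 20 pM final · Buffer or medium – Tris pH 8 buffer plus EDTA, NaCl, BME, BSA, NP40, catalase · Schedule – 50 min reaction at room temperature · Technique – FRET read of cyan and yellow fluorescence · Control set – no-enzyme wells low, DMSO-plus-enzyme wells high control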
# PfG6PD inh: PfG6PD (Plasmodium falciparum) enzyme inhibition; PfGluPho enzyme, NADPH resazurin-diaphorase fluorescence; inhibition, % at 20 µM; 350,000 compounds, 0.78% hits;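 active = inhibition reaching at least a set limit at 20 µM in the primary screen, cut at about 59% in these data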;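 note: 0% = DMSO wells with substrate and 100% = DMSO wells lacking glucose-6-phosphate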
# SENP8 inh: inhibitors of human SENP8 protease; Q96LD8; recombinant SENP8, Nedd8 substrate fluorescence; inhibition, % at 20 µM; 360,000 compounds, 0.64% hits; AID 602440; in the data active = inhibition mostly above about 40%, no sharp cut-off; inactive = mostly below about 27%
# Target sequence (Q96LD8 whole entry, looked up): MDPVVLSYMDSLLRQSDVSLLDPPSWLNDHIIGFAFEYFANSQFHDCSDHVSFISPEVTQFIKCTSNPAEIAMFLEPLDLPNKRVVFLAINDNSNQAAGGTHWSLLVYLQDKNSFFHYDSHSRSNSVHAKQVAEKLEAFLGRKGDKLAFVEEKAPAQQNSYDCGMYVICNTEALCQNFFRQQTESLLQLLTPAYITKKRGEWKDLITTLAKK
# MPTP block: permeability transition pore inhibition; isolated mouse mitochondria, Ca2+ swelling absorbance, 30 min; inhibition, % at 10 µM; 360,000 compounds, 1.4% hits; AID 602449;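 active = inhibition of 50% or more, scaled per plate between neutral and stimulator controls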;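 note: 0% = DMSO wells given calcium and 100% = 1 mM EGTA wells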
# Numbers without * were called inactive; x = not tested or not shown.
mol,ATG4B inhibitor,SENP6 inh,PfG6PD inh,GRIN3A LBD mod,SENP1 inh,hIAP activ,MPTP block,SENP8 inh
CCC(=O)Nc1ccc(C(=O)COC(=O)CCN2C(=O)C3CC=CCC3C2=O)cc1 (configuration not stated),-3,-9,2,-1,-14,1.1,-1.0,-14
O=C(COC(=O)COc1ccc(Br)cc1)NCC1CCCO1 (configuration not stated),-10,11,0,1,5,0.94,-1.1,-3
O=C(CSc1ccsc1[N+](=O)[O-])N1CCCCCC1,12,4,5,0,4,0.82,-1.0,14
COCCn1c(SCC(=O)NCC2CCCO2)nc2c([nH]c3ccccc32)c1=O (configuration not stated),1,-2,-5,-1,0,1.2,-0.1,-42
COCCNC(=O)C(c1ccco1)N(C(=O)Cn1nnc2ccccc21)c1ccc(C)cc1C (configuration not stated),-6,-11,4,1,-2,0.96,-0.8,22
Cc1ccc(S(=O)(=O)N2CC3(C)CN(S(=O)(=O)c4ccc(C)cc4)CC(C)(C2)C3O)cc1 (configuration not stated),-15,-9,16,3,2,1.1,3.1,9
COc1ccccc1CNC(=O)c1ccc(SC)cc1OC,3,-22,11,1,1,0.84,0.7,9
N#CC1=C(N)Oc2n[nH]c(-c3ccc(F)cc3)c2C1c1ccncc1 (configuration not stated),-9,0,8,-4,0,1,0.0,24
CCc1ccccc1N1C(=O)c2cccc3c(N4CCOCC4)c([N+](=O)[O-])cc(c23)C1=O,7,-1,-7,-3,10,1.1,-1.0,10
C[n+]1ccccc1/C=C/c1ccc(C#N)cc1,1,x,6,2,0,x,2.0,-5
NC(=O)[C@@H]1CC2(CC(c3cccc(NC(=O)COc4ccc(Cl)cc4)c3)=NO2)CN1C(=O)COc1ccc(Cl)cc1 (some centres not stated),-15,-17,3,23*,1,0.99,-1.7,9
CCCn1nc(Oc2nc(SC)nc(N(C)C)n2)ccc1=O,10,-3,-16,-2,1,0.86,-0.3,14
COc1ccc(C(NC(C)=O)c2nccc3cc(OC)c(OC)cc23)cc1OC (configuration not stated),7,5,-6,2,1,0.97,0.6,-12
O=S(=O)(NC1CCCCC1N1CCN(c2cccc(Cl)c2)CC1)c1ccccc1 (configuration not stated),3,-5,3,-2,2,0.98,2.0,-3
COc1cc(CN2CCC(n3nccc3NC(=O)c3ccccc3OC)CC2)ccc1F,7,-13,-11,0,-2,1.1,1.7,6
COc1cc(SC)ccc1C(=O)N1CCCc2ccccc21,0,-24,21,-1,3,0.93,-1.3,-2
COc1cccc(NC(=O)Nc2cccnc2)c1,7,-8,-17,1,1,1,0.6,-2
CCOc1ccccc1/C=N/NC(=O)CNC(=O)c1ccc(S(=O)(=O)N2CCOCC2)cc1,-8,9,17,-6,2,0.96,-21,13
CCC(C)(C)C1CCC2(CC1)NC(=O)N(CC(=O)NCCCc1ccccc1)C2=O (configuration not stated),-57,-1,0,-2,2,0.93,-2.0,1
C=C1CCN([C@@H](Cc2ccccc2)C(=O)O)S(=O)(=O)c2ccccc21,3,-4,-15,-2,2,0.84,0.8,12
O=C(Cn1nc(Cl)nc1Cl)c1ccc2c(c1)OCCO2,-1,-12,-15,-1,0,0.93,-0.1,8
COc1ccccc1C=NN=C(N)C(N)=NN=Cc1ccccc1OC,-2,x,9,2,0,x,5.6,7
Cc1nnc(C)n1/N=C/c1cc(Br)cc(Br)c1O,8,3,31,1,-20,0.94,-1.0,-100
O=C(CSc1nnc(-c2ccncc2)n1-c1ccccc1)Nc1ccc(C(=O)O)cc1,-9,17,5,2,0,1,-0.8,13
CCN(Cc1ccccc1)Cc1ccc(OCc2ccccc2)c(OC)c1,8,0,2,3,4,1.1,-1.4,15
Cc1cc(-c2nc3ccccc3[nH]2)ccc1N,-14,50*,13,-5,-2,0.89,-0.6,-392
Cc1cc(=O)oc2c3c(ccc12)OC/C3=N/N,-3,-9,-5,-1,-32,1.1,2.0,-394
O=C(NCCc1ccc(F)cc1)C(=O)NCC1CCCN1S(=O)(=O)c1cccs1 (configuration not stated),-6,-12,-10,-5,-3,1.2,-0.1,-4
Cn1c(SC(C(=O)Nc2ccc(F)cc2)c2ccccc2)nc2ccccc21 (configuration not stated),-8,-5,18,3,0,0.97,64*,16
O=C(NCc1cccnc1)c1ccc(-c2ccc(Cl)cc2)o1,-4,-3,-7,2,-1,1.2,1.8,-72
Fc1ccccc1/C=N/Nc1nc(N2CCCCC2)nc(N2CCCCC2)n1,5,-18,-11,-3,-1,0.96,0.1,8
CCC(C)N(C)Cc1cccc(C2(O)CCN(S(=O)(=O)c3ccc(F)cc3)CC2)c1 (configuration not stated),-4,-11,8,0,2,1.1,-0.9,13
O=C(/C=C/c1ccco1)N1CCN(c2ccc(F)cc2)CC1,6,-2,3,0,0,1.1,-1.5,19
CC(=O)c1cccc(NC(=O)NC2CC(=O)N(c3ccc4c(c3)OCCO4)C2)c1 (configuration not stated),-4,-8,4,0,2,0.94,-1.4,12
Cc1cccc(CC(=O)Nc2cccnc2)c1,5,4,-4,2,-3,0.96,0.6,2
CCOC(=O)C=C(OC(=O)c1ccc(OC)cc1)c1ccccc1,6,x,1,-1,1,x,1.0,23
CC1=C(C#N)C(=O)OC(C)(C)C1,-1,-4,-12,-1,-14,1.1,4.9,21
O=C(Nc1ccccc1C(=O)N1CCOCC1)c1ccc(Br)cc1,0,13,-2,-3,-2,1.1,-0.6,2
CC1(C)CC(=O)C(=Cc2cn(CCC#N)nc2-c2ccc(F)cc2)C(=O)C1,1,-2,31,-1,3,1,63*,1
CCN(Cc1ccccc1)C(=O)COC(=O)c1cc(S(=O)(=O)Nc2c(C)n(C)n(-c3ccccc3)c2=O)ccc1C,-6,-8,-23,0,2,1.1,-4.5,13

# Ordered by count of non-hydrogen atoms (highest first): part of the list above.
mol,ATG4B inhibitor,SENP6 inh,PfG6PD inh,GRIN3A LBD mod,SENP1 inh,hIAP activ,MPTP block,SENP8 inh
Cn1c(SC(C(=O)Nc2ccc(F)cc2)c2ccccc2)nc2ccccc21 (configuration not stated),-8,-5,18,3,0,0.97,64*,16
CCN(Cc1ccccc1)Cc1ccc(OCc2ccccc2)c(OC)c1,8,0,2,3,4,1.1,-1.4,15
O=C(Nc1ccccc1C(=O)N1CCOCC1)c1ccc(Br)cc1,0,13,-2,-3,-2,1.1,-0.6,2
O=C(/C=C/c1ccco1)N1CCN(c2ccc(F)cc2)CC1,6,-2,3,0,0,1.1,-1.5,19
O=C(Cn1nc(Cl)nc1Cl)c1ccc2c(c1)OCCO2,-1,-12,-15,-1,0,0.93,-0.1,8

# (continued)
mol,ATG4B inhibitor,SENP6 inh,PfG6PD inh,GRIN3A LBD mod,SENP1 inh,hIAP activ,MPTP block,SENP8 inh
CC[N+](CC)(CC)CCC(O)(c1ccccc1)C1CCCCC1 (configuration not stated),7,-20,-24,-1,1,1,3.6,5
CCOC(=O)c1cccc(NC(=O)c2ccc(F)cc2F)c1,1,53*,4,-1,2,0.91,0.0,17
COC(=O)CCC(=O)Nc1ccc(NC(=O)CCC(=O)OC)cc1,4,-10,-22,6,5,1,-5.0,23
O=C(CCCCCN1C(=O)C2C3C=CC(C3)C2C1=O)Nc1nccs1 (configuration not stated),-1,18,-7,-2,1,0.92,-1.4,14
COc1cc(CN2CCN(CCCc3ccccc3)C(CCO)C2)cc(OC)c1O (configuration not stated),-6,-2,61*,2,-12,0.92,0.1,6
CCc1nc2scc(-c3ccc(C)cc3)c2c(=O)n1N,-8,16,1,-1,-1,0.81,0.9,25
O=c1c2ccccc2nc(-c2ccco2)n1CCc1ccc(O)cc1,-1,19,-17,0,-1,1,1.2,-4
CCOc1ccc(CNC(=O)CCC(=O)N2Cc3cccc(OC)c3Oc3ncccc32)cc1,-1,6,8,0,1,1.3,-0.9,20
COc1ccc2c(c1)c(N=O)c(O)n2C,-5,-2,1,2,5,0.99,0.3,20
CCn1c(C)nc2cc(C(=O)NNS(=O)(=O)c3c(C)c(C)cc(C)c3C)ccc21,-8,6,-7,-2,4,1.1,2.9,5
CCc1ccc(N/C(SCc2ccccc2C)=C(/C#N)C(=O)NCc2ccco2)cc1,13,-7,-5,1,0,1.3,1.5,3
O=C1CC(N2CCN(c3ccc(F)cc3)CC2)C(=O)N1Cc1ccc(N2CCCC2=O)cc1 (configuration not stated),-14,x,1,1,2,x,5.4,11
CS(=O)(=O)NCCSc1cc(C(F)(F)F)nc2ccccc12,-10,-3,2,-1,-1,1.9,3.0,4
CN(C)CCNc1ccc(CO)c2oc3ccc(O)cc3c(=O)c12,9,x,8,-1,58*,x,0.5,6
CC1CCCCN1CCNC(=O)Cn1nc(-c2ccccc2)ccc1=O (configuration not stated),-1,-34,-13,0,-7,0.92,0.6,4
COc1ccc(S(=O)(=O)N(C)C)cc1NC(=O)COc1ccc2c(c1)CCC2,x,x,6,x,0,x,0.9,9
Cc1c2cnn(-c3ccccc3)c(=O)c2c(C)n1CCCC(=O)N1CCN(C2CCCCC2)CC1,1,9,2,-1,-32,1.1,1.3,-4
C#CCn1c(S(=O)(=O)Cc2ccc(OC)cc2)nc(-c2ccccc2)c1-c1ccccc1,10,13,14,0,-1,0.88,-0.3,3
Cc1ccccc1OCC(=O)NCC(=O)OCC(=O)c1ccc2ccccc2c1,5,1,-24,3,3,0.94,5.5,1
Cn1c(=O)c2cc(S(=O)(=O)NCCC(=O)NC3CCCCCC3)ccc2n(C)c1=O,-11,0,0,3,1,1.2,-0.3,13
O=C(C(c1ccccc1)c1ccccc1)N1CCN(Cc2ccco2)CC1,-1,-45,-17,0,1,1.1,1.0,11
CCCC1C2C(=O)N(c3ccccc3)C(=O)C2ON1c1ccccc1 (configuration not stated),-11,-17,-20,0,-1,0.99,1.5,8
CC(C)(C)C(=O)C(CO)(Oc1ccc(Cl)cc1)n1cncn1 (configuration not stated),4,-18,2,4,-3,1,-3.3,23
COc1cccc(NC(=O)C(Sc2nnc3ccccn23)c2ccccc2)c1 (configuration not stated),-6,13,3,-7,1,0.98,1.7,-4
O=C(N/N=C/C(Cl)=C/c1ccccc1)c1ccncc1,-7,4,10,-19,0,0.92,-1.9,-5
COc1ccc(CC(=O)NC2CCN(Cc3nnnn3C(C)(C)C)CC2)cc1OC,4,0,1,-1,2,1.1,1.5,20
CCOC(=O)c1[nH]cnc1C(=O)Nc1ccccc1,7,-13,-10,-1,2,1,-1.6,11
CCOC(=O)c1ccc2nc(C)c(C)nc2c1,-4,-4,0,1,0,1,1.2,38
O=C(Cn1cnc2c(NCc3ccccc3)ncnc21)N1CCN(c2ccccn2)CC1,-5,x,7,0,0,x,-0.8,-36
O=C(Nc1ccc([N+](=O)[O-])cn1)c1cc(-c2cccc(Br)c2)nc2ccccc12,-5,5,4,-5,4,0.99,6.7,22
CCCn1c(SCC(=O)NC2CCCC2)nc2c1c(=O)n(C)c(=O)n2C,-2,-2,4,0,1,0.92,-0.5,11
CC(=O)c1ccc(OC2OCCOC2Oc2ccc(C(C)=O)cc2)cc1 (configuration not stated),10,-30,12,-2,0,0.94,1.6,6
COCCN(Cc1cc2ccc(C)cc2[nH]c1=O)S(=O)(=O)c1ccccc1,-8,-34,10,1,-5,0.97,1.2,-57
Cc1cccc(-n2nnnc2SCC(=O)NCC2CCCO2)c1 (configuration not stated),-4,6,-16,0,2,1,0.8,20
O=C(NNS(=O)(=O)c1ccc(Br)cc1)C1CCCCC1,-7,10,-5,-1,2,1.1,-1.4,15
CCc1nc(-c2cc3ccc(C)cc3[nH]c2=O)no1,1,-13,7,-1,-1,1.1,1.0,-283
O=C(Nc1ccc(N2CCOCC2)cc1)c1cc(-n2cnnc2)ccc1Cl,3,-5,21,1,2,1,-1.1,12
